Screening results as filed in PubChem.
mIAP activ = activators of mouse IAP, primary screen, biochemical, luminescence, uHTS; intestinal alkaline phosphatase [Mus musculus]; muIAP, CDP-Star luminescence, 30 min; hits give high values; 1 = vehicle-only enzyme signal, 0 = enzyme-free wells; activation factor at 10 µM; 330,000 compounds, 0.24% hits; AID 2805, 2010;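 active = activation factor of at least 2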; also: the source names both 10 and 20 µM as test concentration; values of inactives mirror those of a sister screen read the other way
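System: mouse IAP enzyme. Reagent: CDP-Star chemiluminescent phosphatase substrate. Benchmarks: DMSO wells, no-enzyme wells. Times: 30 min enzyme-substrate-compound incubation at room temperature. Detection: luminescence from enzymatic CDP-Star hydrolysis. Doses: test compounds delivered from DMSO solution.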
APOBEC3A inh = APOBEC3A ssDNA deaminase inhibitors, primary screen, selectivity assay for APOBEC3G inhibitor project, biochemical, FAM/TAMRA oligo cleavage fluorescence | DNA dC->dU-editing enzyme APOBEC-3A (Homo sapiens), P31941 | recombinant A3A, FAM/TAMRA ssDNA deamination fluorescence | inhibition, % at 20 µM | 330,000 compounds, 0.41% hits | AID 493011, 2011;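 active = at least 40% inhibition at 20 µM here, with at most 30% in a related deaminase screen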;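 also: plate controls were A3A with DMSO for no effect and wells lacking A3A enzyme for full effect; some results filed as inactive read as strong as hits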
Target sequence (P31941 whole entry, looked up): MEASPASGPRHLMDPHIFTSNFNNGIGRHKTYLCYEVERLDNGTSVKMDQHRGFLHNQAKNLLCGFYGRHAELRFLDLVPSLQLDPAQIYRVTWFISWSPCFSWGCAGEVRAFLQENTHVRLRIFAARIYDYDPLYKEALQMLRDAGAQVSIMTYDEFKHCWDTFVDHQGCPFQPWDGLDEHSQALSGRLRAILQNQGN
mIAP block = inhibitors of mouse IAP, primary screen, biochemical, luminescence, uHTS; inhibition, % at 10 µM; intestinal alkaline phosphatase [Mus musculus]; 330,000 compounds, 0.2% hits; purified mouse IAP, CDP-Star luminescence, 30 min;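 active = inhibition of at least 40% at 10 µM in the primary screen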;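 also: plate controls were DMSO with enzyme for no effect and no enzyme wells for full effect; values of inactives mirror those of a sister screen read the other way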
ATG4B inh = ATG4B protease inhibitors, primary screen, biochemical, fluorescence, uHTS; ATG4B cleavage of LC3-PLA2, NBD-HPC fluorescence, 1 h; inhibition, % at 8.33 µM; 340,000 compounds, 0.51% hits; AID 504462, 2011; in the data active = inhibition above about 40%
Target sequence (Q9Y4P1 whole entry, looked up): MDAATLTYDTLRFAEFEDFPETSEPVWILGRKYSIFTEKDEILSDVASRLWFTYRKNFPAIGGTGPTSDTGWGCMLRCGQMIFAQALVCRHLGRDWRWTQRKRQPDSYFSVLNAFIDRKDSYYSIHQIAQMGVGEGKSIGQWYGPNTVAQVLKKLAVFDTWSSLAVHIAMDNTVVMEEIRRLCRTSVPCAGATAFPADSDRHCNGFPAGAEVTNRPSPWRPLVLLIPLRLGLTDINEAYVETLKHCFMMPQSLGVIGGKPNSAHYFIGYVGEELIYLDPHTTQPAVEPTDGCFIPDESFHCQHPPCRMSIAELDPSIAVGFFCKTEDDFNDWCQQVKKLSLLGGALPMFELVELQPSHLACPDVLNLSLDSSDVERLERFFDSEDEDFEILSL
MPTP block = mitochondrial permeability transition pore inhibitors, primary screen, biochemical, isolated mouse mitochondria, absorbance. Ca2+ swelling absorbance, 30 min. inhibition, % at 10 µM. 360,000 compounds, 1.4% hits. AID 602449, 2012;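 active = inhibition of 50% or more, scaled per plate between neutral and stimulator controls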;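 also: 0% = DMSO wells given calcium and 100% = 1 mM EGTA wells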
hIAP inh = human IAP inhibitors, primary screen, biochemical, luminescence, uHTS; Intestinal-type alkaline phosphatase (Homo sapiens), P09923; purified IAP, CDP-Star luminescence, 30 min; inhibition, % at 10 µM; 330,000 compounds, 0.12% hits; AID 2544, 2010;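 active = inhibition reaching a set limit with compound at 10 µM in the primary screen, cut at about 35% in these data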;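 also: plate controls were DMSO wells with enzyme for no effect and no-enzyme buffer wells for full effect; values of inactives mirror those of a sister screen read the other way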
MIN6 prolif = inducers of MIN6 beta-cell proliferation, primary screen, ATP luminescence, uHTS; AID 2380, 2010; MIN6 cells proliferation, ATPlite luminescence, 48 h; cells starved in 0.2% serum; 100% = growth in 10% serum; 330,000 compounds, 0.29% hits; proliferation, % at 10 µM;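 active = compounds whose signal lies at least 3.5 SD above the mean of all wells on their plate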;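 also: 0% = DMSO-treated cells in low-serum medium and 100% = 10% serum control; some compounds called inactive have numbers as strong as hits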
APOBEC3G inh = APOBEC3G DNA deaminase inhibitors, primary screen, biochemical, fluorescence, single-stranded DNA substrate, uHTS | DNA dC->dU-editing enzyme APOBEC-3G (Homo sapiens), Q9HC16 | recombinant A3G, ssDNA deamination FAM/TAMRA fluorescence | inhibition, % at 20 µM | 330,000 compounds, 0.28% hits;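 active = inhibition of at least 40% at 20 µM, with no more than 30% in the related APOBEC3A deaminase screen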;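 also: plate controls were DMSO wells with A3G for no effect and wells lacking A3G enzyme for full effect; some compounds called inactive have numbers as strong as hits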
Target sequence (Q9HC16 whole entry, looked up): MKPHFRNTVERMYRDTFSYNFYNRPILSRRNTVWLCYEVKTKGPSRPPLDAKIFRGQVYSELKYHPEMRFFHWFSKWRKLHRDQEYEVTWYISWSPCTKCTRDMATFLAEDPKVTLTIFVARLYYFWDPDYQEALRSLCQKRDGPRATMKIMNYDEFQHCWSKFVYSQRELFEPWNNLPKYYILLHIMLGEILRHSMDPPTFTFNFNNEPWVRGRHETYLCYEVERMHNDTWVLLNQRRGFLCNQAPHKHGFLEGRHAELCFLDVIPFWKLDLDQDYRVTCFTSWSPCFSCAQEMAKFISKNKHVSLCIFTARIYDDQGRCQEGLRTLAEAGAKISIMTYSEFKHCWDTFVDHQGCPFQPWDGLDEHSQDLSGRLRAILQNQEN
hIAP activ = human IAP activators, primary screen, biochemical, luminescence, uHTS; purified human IAP, CDP-Star luminescence, 30 min; hits give high values; 1 = vehicle-only enzyme, 0 = enzyme-free background; activation factor at 10 µM; 330,000 compounds, 0.16% hits; AID 2524, 2010;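 active = activation factor of the enzyme at least 2-fold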; also: the source names both 10 and 20 µM as test concentration; values of inactives mirror those of a sister screen read the other way
The depositor's hits bear a star; x = not tested or not shown.

no.	SMILES	mIAP activ	APOBEC3A inh	mIAP block	ATG4B inh	MPTP block	hIAP inh	MIN6 prolif	APOBEC3G inh	hIAP activ
1	Cc1ccc(NC(=O)Cn2c(=O)oc3ccccc32)cc1	0.96	-2	4	-2	2.0	0	-1	-5	1
2	COc1ccc(C2c3c(oc4ccccc4c3=O)C(=O)N2c2ccccn2)cc1OC (stereo not drawn)	1	4	0	1	-1.8	5	0	-1	0.95
3	O=C(CCc1ccccc1)NNC(=O)c1ccccn1	0.8	-1	20	-2	-0.5	-46	-4	-6	1.5
4	Cc1noc(C)c1C(=O)N1CCN(Cc2ccc3c(c2)OCO3)CC1	1	2	-1	6	-0.6	2	-1	-2	0.98
5	CC1CCC2(CC1)NC(=O)N(Cc1nnc(-c3cccs3)o1)C2=O (stereo not drawn)	1.1	-4	-12	-7	4.1	-14	-4	-3	1.1
6	CC1Nc2nc(NC(=O)C(C)(C)C)[nH]c(=O)c2N(C)C1C (stereo not drawn)	1.1	-4	-12	2	-0.6	-16	1	-6	1.2
7	COc1cccc(Nc2nc3ccc(C(=O)c4ccccc4)cc3n3cnnc23)c1	0.85	-1	15	-8	3.2	20	-3	-7	0.8
8	COc1ccc(C(=O)NC2CCN(CC(=O)NCc3ccccc3F)CC2)cc1	1	-2	0	-7	-0.5	-11	5	-6	1.1
9	CCN(c1ccccc1)S(=O)(=O)c1ccc(OC)c(NC(=O)CNCC(C)O)c1 (stereo not drawn)	0.97	-1	3	-4	-1.9	-7	0	-1	1.1
10	O=C(NC1CCCCC1)C(c1cccnc1)N(C(=O)c1ccc(Cl)nc1)C1CCCCC1 (stereo not drawn)	0.97	1	2	-1	-2.6	6	0	-8	0.94
11	CN(Cc1ccccc1)S(=O)(=O)c1ccc(OCC(=O)NCc2ccccn2)cc1	0.9	-2	10	4	-0.1	15	0	-7	0.85
12	O=C(CCN1C(=O)C2CC=C(Cl)CC2C1=O)Nc1ccccc1O (stereo not drawn)	1	-2	-5	-4	-2.6	-6	-3	-6	1.1
13	Nc1ccc2nc(-c3cccc(-c4nc5ccc(N)cc5[nH]4)c3)[nH]c2c1	1	18	-3	-2	0.3	2	-6	39	0.98
14	Cc1csc(SCC(=O)Nc2nncs2)n1	0.93	-4	7	1	-1.3	1	0	-6	0.99
15	CC(C)n1ncc2c(C(=O)N3CCN(c4ccc(F)cc4)CC3)cc(-c3ccccc3)nc21	0.97	-6	3	-2	0.6	-2	-8	-11	1
16	CCN(CC)S(=O)(=O)c1ccc2[nH]c(=O)cc(C(=O)Nc3ccccc3N3CCCC3)c2c1	0.98	-7	2	0	0.7	-23	0	-13	1.2
17	CCN1C(=O)[C@H]2[C@@H](c3ccc(-c4ccccc4)cc3)N[C@@](CC(C)C)(C(=O)OC)[C@H]2C1=O	0.94	0	6	1	0.2	-6	-6	-3	1.1
18	CN1C(=O)C(O)(c2sc(N)nc2-c2ccccc2)c2ccccc21 (stereo not drawn)	0.93	4	7	-9	8.5	-1	0	2	1
19	COc1cc([N+](=O)[O-])ccc1NC(=O)Oc1ccc(NC(C)=O)cc1	0.97	7	3	-3	0.1	6	-1	2	0.94
20	Cc1ccc(N2C(=O)NC(NC(=O)C(C)(C)C)(C(F)(F)F)C2=O)cc1 (stereo not drawn)	0.87	0	13	10	0.1	18	0	-1	0.82
21	O=C(CSc1ccc(-c2cccc([N+](=O)[O-])c2)nn1)N1CCCCCC1	1	1	-5	-15	-3.2	6	2	-8	0.94
22	COc1ccc(C2Nc3ccccc3C(=O)N2Cc2ccccc2)cc1Cn1nnc2ccccc21 (stereo not drawn)	1.2	-4	-23	-5	2.0	-22	-4	-2	1.2
23	COc1ccc(-c2nnc(SCc3ncc(-c4ccccc4)o3)o2)cc1	0.96	-2	4	-7	1.0	16	1	-3	0.84
24	Cc1noc(C)c1COC(=O)C(c1ccccc1)c1ccccc1	1	-1	0	5	0.8	5	-1	-7	0.95
25	CCOC(=O)C1=CN(Cc2cccc(F)c2)S(=O)(=O)NC1CCc1ccccc1 (stereo not drawn)	0.95	4	5	3	4.0	x	x	7	x
26	Cn1c(C(=O)N2CCCC(C(=O)NCc3ccc4c(c3)OCO4)C2)cc2sccc21 (stereo not drawn)	1.1	-2	-10	-21	0.6	5	-2	-9	0.95
27	CCC(C)N1C(=S)SC(C)(C)C1N(O)C(=O)NC1CCCCC1 (stereo not drawn)	1.1	4	-5	-5	3.7	12	0	15	0.88
28	CCn1c(COC(=O)CNC(=O)c2ccccc2)nc2cc(S(=O)(=O)N(C)C)ccc21	1	0	0	2	-0.9	4	10	-7	0.96
29	O=S1OCCN1c1ccccc1 (stereo not drawn)	0.97	-1	3	-3	0.5	-11	-7	1	1.1
30	CCc1c(C)sc(NC(=O)c2cc(-c3ccc(OC)c(OC)c3)on2)c1C#N	0.83	0	17	-11	1.5	12	0	0	0.88
31	CC1=NN(c2nc(-c3ccc(C)cc3)cs2)C(=O)C1N=Nc1cccc(O)c1 (stereo not drawn)	0.78	1	22	15	3.0	4	-4	0	0.96
32	CC1CCN(CC(=O)Nc2nn(-c3ccccc3)nc2C(N)=O)CC1	1	-3	0	-13	1.1	4	1	-7	0.96
33	O=C(COC(=O)c1cc(S(=O)(=O)N2CCOCC2)ccc1O)NCCc1ccccc1	1.1	5	-8	-9	0.5	-6	-1	2	1.1
34	CN1CCN(c2ccccc2NC(=O)c2ccc(-c3ccccc3)cc2)CC1	0.92	1	8	14	46	2	-4	-1	0.98
35	FC(F)(F)c1cc(-c2ccco2)nc(-n2nnc3ccccc32)n1	0.86	1	14	6	-0.2	7	-1	-5	0.93
36	CN(C)CCN(Cc1ccccc1)C(=O)[C@H](Cc1ccccc1)N1C(=O)c2ccccc2C1=O	0.99	42*	1	-12	1.0	14	0	2	0.86
37	CCCOc1ccccc1NS(=O)(=O)c1ccc2[nH]c(=O)[nH]c2c1	1	-1	0	-9	-0.7	2	1	-3	0.98
38	CCOc1ccc(Cl)cc1S(=O)(=O)N1CCC(C(=O)NCc2cccnc2)CC1	0.99	-2	1	-19	-1.1	-19	-3	-7	1.2
39	Cc1cc(C)cc(NC(=O)CCC(=O)Nc2nnc(C(F)(F)F)s2)c1	0.91	4	9	-7	5.4	2	-3	-2	0.98
40	Cc1ccc(O)c(C(=O)c2cc(C(=O)NCCc3ccccc3)c(=O)n(CCc3ccccc3)c2)c1	0.85	-1	15	13	4.7	9	-5	-5	0.91
41	Cc1ncc(CO)c(/C=N/NC(=O)c2ccccc2Br)c1O	0.93	-2	7	-2	1.3	-83	0	-5	1.8
42	Cc1ccc(C(=O)Nc2ccc3c(c2)OCCO3)c(C)c1	0.98	-5	2	0	0.2	-11	-4	-12	1.1
43	OC[C@H](O)[C@H](O)[C@@H](O)[C@@H](O)[C@@H]1SC(c2ccccc2)=NN1c1ccccc1	0.94	0	6	4	1.8	-12	2	39	1.1
44	C=CCNC(=O)/C(=C\c1ccco1)NC(=O)c1ccco1	0.97	-8	3	-4	0.6	0	-3	-10	1
45	CN(CC(=O)Nc1ccccc1Cl)CC(=O)N(C)c1c(N)n(Cc2ccccc2)c(=O)[nH]c1=O	1.1	-2	-9	-8	-0.6	-30	-4	-6	1.3
46	CCOc1ccc(CN(CCC#N)C(=S)NC(=O)c2ccccc2)cc1	0.95	-2	5	-7	0.7	-15	-1	-12	1.1
47	Cc1ccc(Nc2cc(C)nc3nnnn23)cc1	0.99	0	0	-5	0.3	-24	3	-3	1.2
48	CCC(C)[C@H](NC(=O)[C@H](Cc1ccccc1)n1c(=O)[nH]c2ccccc2c1=O)C(=O)N1CCC[C@@H]1C(=O)O (stereo partly drawn)	0.98	4	2	-22	0.7	-14	-2	18	1.1
49	CCNS(=O)(=O)c1ccc2c(c1)n(C)c(=O)n2C	1	1	-1	2	-0.8	9	-2	-3	0.91
50	O=C(c1ccc(Cl)cc1)N(Cc1ccccc1F)N1C(=O)CCCC1=O	1	-4	-1	-2	2.7	-8	-2	-6	1.1
51	C/C(=N\NC(=O)c1ccc(N2CCCC2=O)cc1)c1ccc(O)cc1O	0.99	-2	1	0	-0.9	-43	-2	-3	1.4
52	Cc1cccc2cc(C#N)c(SCC#N)nc12	1	-2	-3	-2	0.1	-18	0	9	1.2
53	Cc1ccc(OCC(=O)Nc2ccc(N3CCN(C(=O)c4ccc(C)cc4)CC3)cc2)cc1	1.1	-2	-6	-11	0.0	4	-1	-7	0.96

Structures from the list above with an aryl methoxy group, in the order listed:
no.	SMILES	mIAP activ	APOBEC3A inh	mIAP block	ATG4B inh	MPTP block	hIAP inh	MIN6 prolif	APOBEC3G inh	hIAP activ
2	COc1ccc(C2c3c(oc4ccccc4c3=O)C(=O)N2c2ccccn2)cc1OC (stereo not drawn)	1	4	0	1	-1.8	5	0	-1	0.95
7	COc1cccc(Nc2nc3ccc(C(=O)c4ccccc4)cc3n3cnnc23)c1	0.85	-1	15	-8	3.2	20	-3	-7	0.8
8	COc1ccc(C(=O)NC2CCN(CC(=O)NCc3ccccc3F)CC2)cc1	1	-2	0	-7	-0.5	-11	5	-6	1.1
9	CCN(c1ccccc1)S(=O)(=O)c1ccc(OC)c(NC(=O)CNCC(C)O)c1 (stereo not drawn)	0.97	-1	3	-4	-1.9	-7	0	-1	1.1
19	COc1cc([N+](=O)[O-])ccc1NC(=O)Oc1ccc(NC(C)=O)cc1	0.97	7	3	-3	0.1	6	-1	2	0.94
22	COc1ccc(C2Nc3ccccc3C(=O)N2Cc2ccccc2)cc1Cn1nnc2ccccc21 (stereo not drawn)	1.2	-4	-23	-5	2.0	-22	-4	-2	1.2
23	COc1ccc(-c2nnc(SCc3ncc(-c4ccccc4)o3)o2)cc1	0.96	-2	4	-7	1.0	16	1	-3	0.84
30	CCc1c(C)sc(NC(=O)c2cc(-c3ccc(OC)c(OC)c3)on2)c1C#N	0.83	0	17	-11	1.5	12	0	0	0.88
